# Screening results (PubChem)
# NCI-60 one-dose screen, 48 h, at 10 µM unless noted. Numbers give growth in % (100 = growth as untreated, 0 = no growth, -100 = all killed).
# SN12C = SN12C renal cancer cells | actives 3.8% (n = 81,000)
# SW-620 = SW-620 colon cancer; actives 5.2% (n = 82,000); AID 1794795
# HT29 = HT29 colon cancer; actives 7.4% (n = 81,000)
# TK-10 = TK-10 renal cancer cells. actives 3.9% (n = 81,000). AID 1794769
# 786-0 = 786-0 renal cancer cells. actives 5.1% (n = 81,000)
# HCT-116 = HCT-116 colon cancer | actives 7.3% (n = 82,000)
# HCT-15 = HCT-15 colon cancer; AID 1794746; actives 5.2% (n = 82,000)
# HCC-2998 = HCC-2998 colon cancer | actives 4.7% (n = 79,000)
# UO-31 = UO-31 renal cancer; actives 5.2% (n = 81,000); AID 1794768
# * marks the source's active call; other numbers are inactive results; / = not tested or not shown; & = joins results of further samples; [ ] = dose if it differs, or a comment. Rule for the calls: active = growth percent below 10; inactive = the rest.
# Fields – SN12C	SW-620	HT29	TK-10	786-0	HCT-116	HCT-15	HCC-2998	UO-31
CN(C)c1ccc(-c2nc3ncc(Br)cc3o2)cc1
    98.2	99.3	109.9	140.4	86.5	86.8	114.7	85.0	/
Cc1cccc(C)c1N1C(c2ccccc2)=NNC12C=CC(=O)c1c(O)cccc12 (stereo not given)
    72.5	102.8	89.4	111.4	104.5	45.3	32.8	98.5	48.4
COc1ccc(O)cc1
    99.0	102.9	99.4	89.5	101.7	102.6	108.3	103.5	83.9
C/C=C/C(=O)NCC(=O)O
    104.5	106.1	100.3	98.5	96.0	100.5	100.8	92.6	84.3
COc1cc(-c2cc(-c3ccccc3)nc3nc(NN)[nH]c(=O)c23)cc(OC)c1OC
    107.0	105.8	101.6	114.6	103.9	91.7	95.7	106.1	88.9
O=C(OCC1OC(O)C(OC(=O)c2ccccc2)C1OC(=O)c1ccccc1)c1ccccc1 (stereo not given)
    99.8	77.8	96.8	96.8	102.1	96.7	99.3	98.1	83.9
Cc1ncc(C(=O)Nc2ccc(CN3CCN(C)CC3)c(C(F)(F)F)c2)cc1C#Cc1cnc(N)c2ccncc12
    -26.8*	-59.5*	-44.8*	-59.0*	-45.0*	-87.6*	-31.8*	-89.3*	-42.2*
CCOc1cccc(NC(C)=O)c1
    98.6	104.2	102.0	97.9	100.0	106.3	98.4	113.7	89.4
CCN(CC)Cc1cc(N)ccc1O
    96.5	104.3	109.8	137.8	97.5	102.2	99.3	101.5	79.7
C/C(=N/NC(=S)NC1CCCCC1)c1sc(Nc2cccc(O)c2)nc1C
    90.7	107.2	109.3	113.6	101.6	91.2	85.1	101.3	74.6
COc1ccc(C(=O)/C=C/c2ccc(Cl)c(Cl)c2)cc1S(N)(=O)=O
    -2.8*	-48.8*	-50.3*	5.5*	-94.4*	-96.2*	-37.9*	-74.1*	-80.5*
CN(C)CSc1ccccc1
    103.2	106.8	103.9	107.6	112.0	109.0	103.9	98.9	93.9
c1ccc(-c2nc3ccccc3[nH]2)c(OCCCCCOc2ccccc2-c2nc3ccccc3[nH]2)c1
    63.4	18.5	74.8	100.4	93.0	-10.4*	58.0	92.2	58.6
CSc1nc(O)cc(=O)n1C
    106.0	105.8	107.5	96.6	102.2	103.7	97.2	110.3	88.0
O=[N+]([O-])c1ccc(Br)cc1
    99.3	107.6	100.7	94.6	107.1	101.2	102.1	104.4	84.6
CCC(=O)c1ccc(OCCN(CC)CC)cc1
    99.2	106.2	87.8	104.9	101.5	100.1	94.0	102.1	94.7
O=C1NN(c2ccccc2)C(=O)/C1=C\c1ccccc1O
    118.9	101.4	90.1	135.8	102.0	104.6	87.7	98.9	86.7
COc1ccc(-c2nc(SCC(=O)NC3=NN=C(c4ccccc4)CS3)[nH]c(=O)c2C#N)cc1
    113.7	99.2	105.7	127.5	102.7	96.0	107.0	90.6	77.9
NC1=NN(O)C2=CC(Cl)C=CC2=N1 (stereo not given)
    99.5	102.3	82.0	81.6	92.1	85.1	103.4	104.4	78.7
COc1cccc(C2=NN(c3ccc(-c4ccccc4)nn3)C(c3ccccc3)C2)c1 (stereo not given)
    91.3	93.3	100.8	146.0	102.0	80.1	/	99.0	58.7
Cn1c(SSc2ccc(-c3cccnc3)n2C)ccc1-c1cccnc1
    114.1&100.4	11.1&62.8	114.6&109.7	101.5&116.9	112.5&120.2	99.2&82.3	104.1&110.6	102.5&111.7	104.0&95.8
CCn1cc(C(=O)O)c(=O)c2cc(F)c(N3CCN(S(=O)(=O)c4ccc(Cl)cc4Cl)CC3)cc21
    10.3	16.4	1.9*	12.4	18.7	6.4*	7.6*	30.6	-13.4*
CCOP(=O)(NC(c1ccccc1)c1ccccc1)OCC
    146.2	102.8	106.7	111.7	102.4	93.8	116.7	110.0	84.4
Oc1c(Cl)cc(Cl)cc1C=NCCSc1ccc(Cl)cc1
    77.0	92.8	108.2	80.4	99.4	88.7	78.8	109.8	72.4
CCSc1nc(NC)cc(N(C)C)n1
    102.7	100.9	106.8	110.3	102.3	107.6	101.2	/	86.1
CCOC(=O)C1=C(C)N(C)C(=O)NC1c1c(Cl)n(C)c2ccccc12 (stereo not given)
    92.0	101.7	/	/	103.1	100.0	95.6	101.2	78.5
CC1(C)OC2COC3(CO)OC(C)(C)OC3C2O1 (stereo not given)
    99.0	93.9	97.2	108.5	96.6	102.9	102.1	119.2	98.2
CCOC(=O)c1sc2nc(-c3ccncc3)nc(N3CCOCC3)c2c1C
    83.6	113.0	88.6	81.6	88.9	100.0	83.6	109.5	75.3
CC1=C(C(=O)Nc2cccc(C(F)(F)F)c2)C(c2ccc(F)cc2)C2=C(CC(C)(C)CC2=O)N1 (stereo not given)
    79.8	82.9	85.7	100.9	79.4	72.9	69.2	85.3	43.6
N#Cc1ccc(NC(=O)COc2ccc(/C=C3\C(=O)Nc4ccc(Cl)cc43)cc2)cc1
    60.6	89.6	106.0	134.0	102.9	76.4	78.4	103.1	67.4

# (next part)
# Fields – SN12C	SW-620	HT29	TK-10	786-0	HCT-116	HCT-15	HCC-2998	UO-31
CC(C)(C)n1cc(-c2ccnc(NCCNS(=O)(=O)c3ccccc3)c2)c(-c2cccc(F)c2)n1
    102.2	102.8	83.2	112.7	100.8	98.0	87.5	116.4	78.7
Nc1c(-c2ccc(-c3ccccc3)cc2)nc2cnccn12
    89.1	105.3	94.7	99.8	87.1	96.4	95.4	99.3	83.7
O=C(O)C(Cc1ccccc1)N1C(=O)C2C3CCC(C3)C2C1=O (stereo not given)
    96.2	103.4	97.3	96.4	101.6	107.4	99.1	111.3	94.8
Cc1ccc(C(=O)Nc2cccc(F)c2)cc1NC(=O)C1(c2ncnc3[nH]ccc23)CC1
    91.2	67.0	52.5	131.6	109.7	44.5	88.8	60.5	51.6
c1ccc(-c2n[nH]c(-c3ccccn3)n2)nc1
    110.9	117.2	108.1	116.4	97.0	109.8	96.4	108.3	93.8
Cc1cc(C)n(CC#N)c(=O)c1C#N
    100.2	99.8	108.6	103.5	93.9	88.6	98.4	101.9	93.8
N#C[C@@H]1CC2C=CC1C2 (stereo not given in full)
    113.7	101.1	118.3	105.8	103.5	105.9	97.4	108.5	95.6
COc1ccc(CNc2ccc3nc(NC(=O)CN4CCCCCC4)sc3c2)cc1
    87.3	86.7	60.6	116.9	104.3	68.6	70.9	109.0	80.6
O=C(CCCCCCNC(=O)C(O)(O)C(F)(F)F)Nc1ccc(-c2ccccc2)cc1
    14.6	2.5*	4.8*	5.8*	22.8	4.1*	9.2*	-0.9*	-1.1*
CCOC(=O)c1cnn2c(-c3ccc(Cl)cc3)nc(NC(C)C)nc12
    78.5	97.7	84.6	94.4	91.4	82.9	106.0	107.5	45.2
O=C1c2ccccc2C(=O)N1Nc1ccccc1
    92.5	66.8	74.0	93.2	98.7	87.2	81.5	110.2	77.7
CCN(CC)Cc1nc2ccccc2c(=O)n1/N=C/c1cc(OC)c(OC)c(OC)c1
    94.2	100.2	104.2	89.9	104.0	105.7	101.2	107.5	86.3
CCOC(=O)c1cc(C(=O)c2ccc(Br)cc2)n2ccc3ccccc3c12
    93.6	/	96.6	113.5	/	100.4	104.3	108.2	84.1
c1ccc(CCNc2ncnc3[nH]ncc23)cc1
    92.7	113.1	94.0	109.6	96.4	98.3	104.9	114.7	62.1
COc1ncnc2c1cnn2C
    98.2	105.0	107.4	108.1	/	103.1	98.9	/	/
CCN(C)CCCOc1ccc(/C(=C(\C)Cc2cccc(OC)c2)c2ccc(OC(C)=O)cc2)cc1
    95.0	105.6	102.4	95.0	100.8	99.7	101.2	101.5	92.0
Cn1c2nc3ccccc3c-2cc2ccccc21
    33.7	28.3	30.2	103.4	38.0	22.1	25.0	52.9	13.9
C=CCN1C=CC(=O)[C@H](O[Si](C)(C)C(C)(C)C)[C@@H]1/C=C/c1ccccc1
    -74.0*[100 µM]	-58.9*[100 µM]	-73.0*[100 µM]	-64.6*[100 µM]	-88.2*[100 µM]	-77.5*[100 µM]	-70.7*[100 µM]	-87.3*[100 µM]	-73.4*[100 µM]
CCCCCCCCCCCCCCCCCCO
    105.7	96.1	96.6	101.5	110.1	108.9	115.1	95.4	84.0
Cn1c2ccccc2c2c3c(c4c5cc(F)ccc5oc4c21)C(=O)N(O)C3=O
    89.1	53.6	83.5	122.0	91.7	73.1	78.2	90.9	53.0
CC(C)(C)C(=O)C[n+]1cc2ccccc2c2ccccc21
    99.0	116.0	121.8	99.6	99.2	109.8	108.0	122.5	85.8
O=C(Nc1ccccc1)Oc1ccc([N+](=O)[O-])cc1
    /	108.3	93.8	95.2	98.0	94.3	99.1	110.9	87.3
CC(C)C(=O)Nc1ccc(Cl)cc1
    103.0	106.2	112.3	104.8	108.4	104.4	105.2	98.7	95.0
CCCCCCCCCCCCCCCCOCCCOP(=O)(O)C1CCCN(O)C1=O (stereo not given)
    16.3	20.9	23.1	33.1	-10.4*	14.5	7.9*	3.7*	5.1*
CCCCN(CCCC)CC(CC)N(CCCC)CCCC (stereo not given)
    106.2	110.3	107.6	/	97.4	94.9	94.6	106.0	107.5
C/C(=C\c1ccccc1)c1ccccn1
    95.8	105.0	112.8	162.1	103.8	101.0	102.9	117.1	98.9
COc1cccc(-c2oc3ccccc3c(=O)c2O)c1
    85.9	92.8	91.9	110.1	88.0	61.9	53.9	110.9	71.6
Brc1ccc(N/N=C/c2c[nH]c3ccc(Br)cc23)nc1
    -22.6*	-71.3*	-80.1*	-16.8*	-23.8*	-72.9*	-61.8*	-94.0*	-18.7*
O=C(O)CCCCCCCCCCCCCCC(=O)O
    93.8	109.4	103.6	90.4	102.1	106.9	103.8	101.0	99.8
COc1cc2c(c(OC)c1OC)C(=O)CC(c1cccc(NC(=O)CNC(=O)OC(C)(C)C)c1)O2 (stereo not given)
    91.2	105.6	102.6	105.6	103.5	91.1	98.9	107.3	77.7

# Other entries follow:
# Fields – SN12C	SW-620	HT29	TK-10	786-0	HCT-116	HCT-15	HCC-2998	UO-31
O=[N+]([O-])c1ccc2c(c1)Cc1cc(I)ccc1-2
    106.7	/	91.6	117.7	90.0	96.2	107.8	102.5	91.9
Cc1ccc(C2OCC(C)([N+](=O)[O-])CO2)cc1 (stereo not given)
    96.1	104.0	99.5	98.6	98.4	102.5	105.8	119.7	72.6
Nc1cccc2c1C(=O)c1cccc(Cl)c1C2=O
    93.4	93.9	101.4	93.8	98.9	95.0	77.8	104.5	84.3
NS(=O)(=O)c1ccc(CCn2c(SCC(=O)N/N=C/c3ccccc3Cl)nc3ccccc3c2=O)cc1
    79.4	52.6	51.7	84.6	80.4	27.6	27.2	97.1	52.5
O=C(CCC(=O)c1nc2ncccc2[nH]1)NN1C(=O)CSC1c1ccccc1Br (stereo not given)
    94.4	97.0	111.7	123.8	103.4	98.7	102.5	105.7	76.2
COc1ccc(Nc2c3sc4cc(OC)ccc4nc-3c3ccccc3c2=O)cc1
    89.6	81.2	91.7	117.9	60.4	63.0	53.0	96.5	85.3
O=S(=O)(NCCCNc1nccc(-c2c(-c3cccc(F)c3)nc3sccn23)n1)c1ccc(C(F)(F)F)cc1
    89.1	114.9	80.1	107.3	80.1	86.2	78.8	125.0	57.9
CCCCO[C@@H]1C=C2[C@H]3CC(C)(C)C(=O)C[C@]3(C(=O)O[C@@H]3O[C@H](CO[C@@H]4O[C@H](CO)[C@@H](OC5OC(C)C(O)C(O)C5O)[C@H](O)[C@H]4O)[C@@H](O)[C@H](O)[C@H]3O)CC[C@@]2(C)[C@]2(C)CC[C@H]3C(C)(C)C(=O)CC[C@]3(C)[C@@H]12 (stereo not given in full)
    81.2	67.5	43.2	61.6	29.5	64.9	54.5	82.7	19.4
NC(N)=NCCCC(N=Cc1ccccc1)C(=O)O (stereo not given)
    103.9	104.8	107.0	105.9	102.0	100.0	105.1	111.7	95.4
COc1cccc2cc(-c3cc4ccccc4[nH]3)/c(=N/C(=O)Nc3ccc(Cl)cc3)oc12
    96.5	98.5	105.1	133.1	87.0	90.7	101.7	99.8	86.7

# A draw from above in order of SMILES length, low to high:
# Fields – SN12C	SW-620	HT29	TK-10	786-0	HCT-116	HCT-15	HCC-2998	UO-31
N#C[C@@H]1CC2C=CC1C2 (stereo not given in full)
    113.7	101.1	118.3	105.8	103.5	105.9	97.4	108.5	95.6
O=C1c2ccccc2C(=O)N1Nc1ccccc1
    92.5	66.8	74.0	93.2	98.7	87.2	81.5	110.2	77.7
NC(N)=NCCCC(N=Cc1ccccc1)C(=O)O (stereo not given)
    103.9	104.8	107.0	105.9	102.0	100.0	105.1	111.7	95.4
c1ccc(-c2n[nH]c(-c3ccccn3)n2)nc1
    110.9	117.2	108.1	116.4	97.0	109.8	96.4	108.3	93.8
Cn1c(SSc2ccc(-c3cccnc3)n2C)ccc1-c1cccnc1
    114.1&100.4	11.1&62.8	114.6&109.7	101.5&116.9	112.5&120.2	99.2&82.3	104.1&110.6	102.5&111.7	104.0&95.8
CCOC(=O)c1cnn2c(-c3ccc(Cl)cc3)nc(NC(C)C)nc12
    78.5	97.7	84.6	94.4	91.4	82.9	106.0	107.5	45.2
CCOC(=O)C1=C(C)N(C)C(=O)NC1c1c(Cl)n(C)c2ccccc12 (stereo not given)
    92.0	101.7	/	/	103.1	100.0	95.6	101.2	78.5
Cc1cccc(C)c1N1C(c2ccccc2)=NNC12C=CC(=O)c1c(O)cccc12 (stereo not given)
    72.5	102.8	89.4	111.4	104.5	45.3	32.8	98.5	48.4
COc1cc2c(c(OC)c1OC)C(=O)CC(c1cccc(NC(=O)CNC(=O)OC(C)(C)C)c1)O2 (stereo not given)
    91.2	105.6	102.6	105.6	103.5	91.1	98.9	107.3	77.7
CCCCO[C@@H]1C=C2[C@H]3CC(C)(C)C(=O)C[C@]3(C(=O)O[C@@H]3O[C@H](CO[C@@H]4O[C@H](CO)[C@@H](OC5OC(C)C(O)C(O)C5O)[C@H](O)[C@H]4O)[C@@H](O)[C@H](O)[C@H]3O)CC[C@@]2(C)[C@]2(C)CC[C@H]3C(C)(C)C(=O)CC[C@]3(C)[C@@H]12 (stereo not given in full)
    81.2	67.5	43.2	61.6	29.5	64.9	54.5	82.7	19.4
